High-throughput results from PubChem BioAssay.
M1 antagonist – antagonists of rat M1 muscarinic receptor | actives 3.4% (n = 64,000) | CHO-M1 cells, Fluo-4 calcium, ACh EC80 antagonist mode; stronger effect = lower value | AID 628 | P08482 | B-score at 10 µM;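 active means calcium fluorescence response, raw or row-and-column corrected B-score, differing from the plate sample mean either way at a set confidence level, mostly lower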
Target sequence (P08482 whole entry, looked up): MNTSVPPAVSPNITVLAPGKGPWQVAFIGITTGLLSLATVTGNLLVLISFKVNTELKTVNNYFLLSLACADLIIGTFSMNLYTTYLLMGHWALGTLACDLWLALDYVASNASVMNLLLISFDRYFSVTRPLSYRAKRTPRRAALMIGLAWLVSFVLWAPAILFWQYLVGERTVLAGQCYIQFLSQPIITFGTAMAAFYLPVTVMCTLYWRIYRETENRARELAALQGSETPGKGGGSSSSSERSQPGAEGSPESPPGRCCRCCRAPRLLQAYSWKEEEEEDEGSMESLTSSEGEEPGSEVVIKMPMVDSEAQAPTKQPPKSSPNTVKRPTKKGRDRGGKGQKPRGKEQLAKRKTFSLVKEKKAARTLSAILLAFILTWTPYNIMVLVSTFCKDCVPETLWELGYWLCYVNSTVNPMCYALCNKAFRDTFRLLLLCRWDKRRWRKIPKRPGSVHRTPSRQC
HTR1E antagonist – blocks the human 5-HT1E serotonin receptor; P28566; CHO 5-HT1E Ga15 NFAT-bla reporter, FRET, antagonist; inhibition, % at 6 µM; actives 0.99% (n = 65,000);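 active means inhibition above a set limit, the mean inhibition across every tested compound plus 3 SD, cut at about 29% in these data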;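 further: signal is the 460 over 535 nm emission ratio of beta-lactamase substrate; 0% = agonist plus DMSO wells and 100% = wells without agonist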
S1P3 agonist – agonists of human S1P3 receptor. Q99500. S1P3 NFAT-BLA reporter cells, agonism, FRET ratio; relative to 1 µM S1P, basal subtracted. actives 0.1% (n = 60,000). activation, % at 4.5 µM. AID 373;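 active means activation above the screen-wide mean plus 3 SD, cut at about 4.5% in these data, passing the limit was not always enough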; further: some compounds called inactive have numbers as strong as hits
Target sequence (Q99500 whole entry, looked up): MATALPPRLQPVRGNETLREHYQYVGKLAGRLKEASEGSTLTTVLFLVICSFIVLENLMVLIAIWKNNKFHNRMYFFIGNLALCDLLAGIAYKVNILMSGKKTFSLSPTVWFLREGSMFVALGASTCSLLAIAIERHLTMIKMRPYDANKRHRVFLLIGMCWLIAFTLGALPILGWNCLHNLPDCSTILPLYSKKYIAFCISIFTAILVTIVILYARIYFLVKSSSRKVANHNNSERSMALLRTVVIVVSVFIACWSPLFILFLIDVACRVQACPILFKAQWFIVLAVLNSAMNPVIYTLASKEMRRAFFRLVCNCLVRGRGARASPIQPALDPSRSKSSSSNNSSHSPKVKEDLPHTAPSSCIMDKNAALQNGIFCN
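material = human S1P3 NFAT-BLA reporter CHO cells | schedule = 4 h compound at 37 °C, 2 h substrate at RT | measured by = fluorescent BLA substrate, ex 405 nm, em 460/535 nm ratio | controls = 1 µM S1P reference | replication = primary once, confirmation triplicate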
5HT1E ag – activates the human 5-HT1E serotonin receptor; actives 0.69% (n = 65,000); P28566; CHO 5-HT1E Ga15 NFAT-bla reporter, FRET; 0% DMSO wells, 100% control agonist wells; activation, % at 6 µM; AID 574;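 active means activation above a set limit, the screen-wide mean activation plus 3 SD, cut at about 8.5% in these data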;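 further: 100% = positive control agonist at 1 µM giving full maximal response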
HEK293 NFkB inh – inhibitors of the PMA/ionomycin-induced NF-kB reporter in HEK293 cells. HEK-293 NF-kB luciferase reporter, luminescence. inhibition, % at 3 µM. actives 0.21% (n = 62,000). AID 465;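 active means inhibition above the mean of all tested compounds plus 3 SD, cut at about 40% in these data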;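 further: 0% = stimulated DMSO wells and 100% = 10 µM reference inhibitor 5653914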
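System: NF-kB luciferase reporter HEK-293 cells | Replication: Single test | Control set: DMSO vs reference inhibitor | Evaluation: % inhibition | Schedule: 1 h pretreatment, 16 h stimulation, 37 °C | Probe or stimulus: PMA with ionomycin | Compound dosing: One dose, 3 µM | Detection: Luciferase luminescence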
M1 agonist – agonists of M1 muscarinic receptor. CHO-M1 cells, Fluo-4 calcium fluorescence, agonist mode; stronger effect = higher value. B-score at 10 µM. actives 3% (n = 64,000);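 active means fluorescence rise, raw or as B-score row- and column-corrected plate score, outside the 99.7% band of its plate's samples, either direction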
Jurkat viability – cytotoxicity toward Jurkat cells | Jurkat E6.1 viability, ATP luminescence, 48 h | inhibition, % at 4 µM | actives 1.2% (n = 56,000);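 active means inhibition above the mean inhibition of all tested compounds plus 3 SD, cut at about 28% in these data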
Her2 expr inh – Her2 kinase expression inhibition; P04626; SKBR-3 HER2 protein level, AlphaScreen, 18-24 h; stronger effect = lower value; HER2 level % of control, % at 10 µM; actives 0.69% (n = 65,000); AID 645;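 active means HER2 level under 5% of the carrier-only control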;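 further: 100% = DMSO carrier and 0% = 500 nM PU-H71 HSP90 inhibitor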
S1P1 ag-PAM – S1P1 (human) agonism or agonism potentiation; actives 0.57% (n = 56,000); activation, % at 9.5 µM; AID 449; S1P1 CRE-bla cells, forskolin, beta-lactamase FRET, potentiator mode; S1P1 agonist co-added at EC20, 2 nM; 100% = saturating reference agonist, 0% = basal;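 active means activation above a cutoff set at the mean activation of all tested compounds plus 3 SD, cut at about 54% in these data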;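 further: forskolin at 4 µM as EC80 and the EC20 agonist is SEW2871; 100% = SEW2871 at its EC100 plus forskolin at EC80; some compounds past the cut are filed as inactive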
Active calls of the source: *; / = no result given.

SMILES	M1 antagonist	HTR1E antagonist	S1P3 agonist	5HT1E ag	HEK293 NFkB inh	M1 agonist	Jurkat viability	Her2 expr inh	S1P1 ag-PAM
Cn1c(=O)n(CC(=O)Nc2cccnc2)c2ccccc21	0.15	3	1.7	-0.2	10	0.026	-1	100	-27
COc1ccc(-n2c(SCC(=O)Nc3ccc(C(=O)O)cc3)nnc2-c2cccs2)cc1	-0.044	7	-0.5	0.4	21	-0.088	-4	86	-21
Cc1ccc2[nH]c(=O)c(CN(CCCN3CCOCC3)Cc3nnnn3C3CCCC3)cc2c1	0.0078	3	-0.1	-0.6	11	-1.1	5	101	-4
COc1ccc2nc(SCC(=O)Nc3ccccc3C#N)[nH]c2c1	0.0021	16	-0.7	-0.1	28	-0.68	12	285	-54
Cc1cc(C)nc(-n2nc(C)c(Sc3ccc(F)cc3)c2N)n1	0.39	-1	60*	-0.3	-6	0.038	5	65	-74
Cn1c2ccc(Cl)cc2c2nc3ccccc3nc21	-0.88	37*	0.6	0.5	-6	18*	-1	66	-104
COC(=O)c1[nH]c2ccccc2c1NC(=O)CCN1CCN(C2CCCCC2)CC1	-3.7*	-7	-1.0	0.6	14	-0.83	-1	109	-11
CCOC(=O)C1CCCN(c2c(NCc3ccco3)c(=O)c2=O)C1 (centres undefined)	-1.1	-8	-0.9	-0.2	9	6.1*	4	91	-13
CC1CN(C(=O)c2cc3c(s2)CCC3)CC(C)O1 (centres undefined)	0.81	-11	-0.4	0.1	16	0.89	-5	78	-13
Cc1nnc(NC(=O)CSc2nccn2-c2cccc(C)c2C)s1	-0.3	10	-1.0	0.4	31	-1	72*	80	15
CC1(C)Cc2cccc(OCC(=O)Nc3ccccc3N3CCOCC3)c2O1	-1.2	11	-0.7	3.9	9	2.3	10	92	12
Cc1onc(-c2ccccc2)c1C(=O)Nc1ccccc1C#N	0.0022	17	-0.7	1.3	14	-0.62	10	85	14
O=C(COc1ncnc2c(Cl)cc(Cl)cc12)N1CCCCC1	0.25	-4	0.6	0.1	10	0.3	1	89	5
C=C(C)c1cccc(C(C)(C)NC(=O)NCC2CCCO2)c1 (centres undefined)	0.12	3	-0.2	0.2	-2	-0.04	-10	92	-14
CCc1cc2c(C)cc(=O)oc2cc1OC(=O)C1CCCN1C(=O)OC(C)(C)C (centres undefined)	-0.65	2	-0.7	0.8	2	1.8	3	96	9
COc1ccc(C2C(C(C)=O)=C(O)C(=O)N2CCCn2ccnc2)cc1OC (centres undefined)	-0.074	-3	-0.6	0.6	17	-1.3	0	101	-35
Cc1cc2c(c(=O)o1)C(C(C)C)C(C#N)=C(N)O2 (centres undefined)	-0.014	1	-0.4	-0.4	25	-0.11	2	81	-10
O=C(COc1ccc(S(=O)(=O)N2CCCC2)cc1Cl)NCc1ccc2c(c1)OCO2	0.04	4	-0.8	-0.3	-3	-0.57	5	85	16
CC1=C(C(=O)N2CCOCC2)C(c2ccsc2)C2=C(CCCC2=O)N1 (centres undefined)	-0.13	-2	-0.6	-0.9	14	-0.77	5	90	-16
Cc1cc(C)n2nc(CC(=O)NC3CCCCCCC3)nc2n1	0.5	-5	/	0.0	22	-0.23	/	110	/
COC(=O)c1c(C(=O)OC)c2n(c1C)CCC2	-0.2	1	-1.4	-0.1	19	-0.22	-5	120	-22
COC(=O)COC(=O)CC(CC(N)=O)c1ccccc1 (centres undefined)	0.079	-18	-0.2	0.0	21	0.38	-4	76	-24
Cc1c(C)c2cc(Cl)c(O)c(CN3CCN(C)CC3)c2oc1=O	0.53	-4	-0.6	1.4	/	-0.45	/	158	-10
CC(C)CC(NC(=O)C1CCC(C)CC1)C(=O)Nc1cccnc1 (centres undefined)	-0.036	-11	/	-0.8	25	0.035	/	83	/
CC#CCCC(=O)N1C=Cc2ccccc2C1C#N (centres undefined)	0.39	6	-0.6	0.7	11	0.72	3	104	6
Continuation:
SMILES	M1 antagonist	HTR1E antagonist	S1P3 agonist	5HT1E ag	HEK293 NFkB inh	M1 agonist	Jurkat viability	Her2 expr inh	S1P1 ag-PAM
O=C1CC(c2cccc(Cl)c2)CC(O)=C1C=NCCCO (centres undefined)	0.34	9	0.3	0.1	1	-0.44	6	116	-6
CN1CCN(c2ccc(NC(=O)c3cccc(OCc4ccccc4)c3)cc2)CC1	-5.3*	5	-1.0	0.1	9	-0.55	0	79	3
CC(NC(=O)NC(N)=O)(C(F)(F)F)C(F)(F)F	-0.021	5	-3.7	-1.3	/	0.43	/	128	-4
COC(=O)c1oc2ccc(Br)cc2c1NC(=O)CCCN1C(=O)c2ccccc2C1=O	-0.31	1	-0.8	1.1	18	-1	1	82	-25
Cc1cccc2cc3c(N)c(C(=O)N4CCOCC4)sc3nc12	-0.37	15	0.3	0.4	3	7*	76*	74	3
CCSc1nnc(N(CCC(=O)O)CCC(=O)O)s1	-0.016	1	-2.1	-0.1	/	-0.42	/	128	-1
C[C@H](NC(=O)NCCc1ccccc1)C(=O)O	-0.063	13	-0.4	-0.4	4	-0.0038	0	68	-9
Cc1ccc(NC(=O)c2ccc3ccccc3n2)nc1	-0.6	3	-1.1	0.4	-39	0.39	2	113	22
CCc1nnc(NC(=O)c2ccc(S(=O)(=O)N(CCOC)CCOC)cc2)o1	0.72	-1	0.4	0.7	14	0.016	1	133	-3
CCc1ccc(C(=O)CSc2ncn[nH]2)cc1	0.0053	7	-0.6	-2.1	7	-0.17	3	108	10
Cc1nc2ccccc2nc1CSc1nncs1	0.067	-2	-0.3	0.2	10	0.065	3	99	-4
CCN(Cc1ccccc1)C(=O)CCCOc1ccccc1	0.18	-1	-0.4	-0.3	4	0.75	-2	111	-17
Cc1cc(C)c(S(=O)(=O)NCCC2CCCN2C)c(C)c1 (centres undefined)	-0.08	-4	0.6	0.5	15	-0.34	-1	90	-1
CCN1CCN(C(=O)Nc2ccc(Cc3ccc(NC(=O)N4CCN(CC)CC4)cc3)cc2)CC1	0.78	-4	-0.9	-0.7	14	1.5	8	92	5
O=C(OCc1cc2ccccc2[nH]c1=O)c1ccccn1	-0.69	-2	-0.3	0.3	13	-0.91	-3	124	-4
COCC(=O)N(C)C1(c2nnnn2CCOC(=O)Nc2ccc(Cl)cc2)CCCC1	0.26	5	-1.2	-0.3	17	0.55	1	133	5
Cc1ccccc1NC(=O)CSC(N)=O	-0.13	3	/	-0.6	6	-1.4	/	269	/
O=C(c1c(Cl)nc2sccn12)N(C(=O)c1c(Cl)nc2sccn12)c1ccc(Cl)cn1	0.72	9	/	-0.7	-13	-1.6	/	39	/
NC(=O)C1CCC(NC(=O)OCc2ccccc2)CC1 (centres undefined)	-0.4	-2	0.0	0.3	1	-0.0021	3	74	-28
CC(OC(=O)C1CCCO1)C(=O)NC1CCCC1 (centres undefined)	-0.12	-6	-0.6	-0.1	22	-0.012	6	107	0
Cc1cccc(OCC(=O)Nc2ccc3c(c2)OCCO3)c1	-5*	-3	-0.2	-0.2	13	0.28	7	122	-3
COCCn1c(=S)[nH]c2ncccc2c1=O	/	13	-0.4	0.1	4	/	-16	107	-6
Cc1ccc(C(=O)NC2CCCCCC2)o1	0.71	4	-1.4	-0.7	14	0.059	-3	127	/
C(=N\C(/N=C/c1ccco1)c1ccco1)/c1ccco1	-0.43	9	-0.7	-0.5	11	-0.11	-4	86	4
CCOC(=O)c1sc(NS(=O)(=O)c2ccc(NC(C)=O)cc2)nc1C	-0.036	-1	0.2	0.1	30	-0.055	-3	80	-7

In the list so far, these have a cyano group.
SMILES	M1 antagonist	HTR1E antagonist	S1P3 agonist	5HT1E ag	HEK293 NFkB inh	M1 agonist	Jurkat viability	Her2 expr inh	S1P1 ag-PAM
COc1ccc2nc(SCC(=O)Nc3ccccc3C#N)[nH]c2c1	0.0021	16	-0.7	-0.1	28	-0.68	12	285	-54
Cc1onc(-c2ccccc2)c1C(=O)Nc1ccccc1C#N	0.0022	17	-0.7	1.3	14	-0.62	10	85	14
Cc1cc2c(c(=O)o1)C(C(C)C)C(C#N)=C(N)O2 (centres undefined)	-0.014	1	-0.4	-0.4	25	-0.11	2	81	-10
CC#CCCC(=O)N1C=Cc2ccccc2C1C#N (centres undefined)	0.39	6	-0.6	0.7	11	0.72	3	104	6

(next part)
SMILES	M1 antagonist	HTR1E antagonist	S1P3 agonist	5HT1E ag	HEK293 NFkB inh	M1 agonist	Jurkat viability	Her2 expr inh	S1P1 ag-PAM
Cc1cc(C)cc(NC(=O)Cn2ncn3c(cc4ccccc43)c2=O)c1	-0.057	5	-0.4	-0.5	-2	0.2	1	93	12
O=C(O)CCCCCCC1C(=O)NC(=O)N1CCC(O)C1CCCCC1 (centres undefined)	1.1	13	2.2	-0.6	/	-0.032	/	80	-3
COc1ccc(OC)c(NC(=O)CSCc2cnn(-c3ccccc3)c2-n2cccc2)c1	-0.35	9	-0.5	-0.1	20	0.3	10	92	31
CN(Cc1ccccc1)S(=O)(=O)c1ccc2[nH]c(=O)oc2c1	-0.81	-7	-0.2	-0.7	16	-1.8	-1	106	9
O=C(Nc1ccc2c(c1)OCCO2)c1cnc2n(c1=O)CCS2	-0.47	-5	-0.5	0.2	-36	0.31	-4	101	-2
COc1ccccc1N1CCN(C(=O)c2cc3n(n2)C(C(F)(F)F)CC(c2ccco2)N3)CC1 (centres undefined)	-0.12	2	0.0	-0.2	0	-0.77	2	71	-7
Cc1oc(-c2ccc(Cl)cc2)nc1CN1CCCC(C(=O)NCc2ccco2)C1 (centres undefined)	-1.9	0	-0.9	1.8	6	0.9	-1	55	24
CN(Cc1ccccc1)S(=O)(=O)c1ccc2c(c1)OCCO2	-0.47	11	-0.8	0.4	-2	0.063	2	99	/
CN(C)S(=O)(=O)N1CCN(CC(=O)Nc2cc(Cl)ccc2Cl)CC1	0.087	-1	-0.8	-0.1	7	-1.2	7	90	-24
C=CCn1c(SCC(=O)NC(=O)NCc2ccco2)nc2sc(CC)cc2c1=O	-0.029	7	0.2	0.1	3	-0.14	-4	43	3
O=C(CN1C2=NCCCN2c2ccccc21)c1cccs1	-0.5	-13	-1.1	-0.4	11	-0.65	2	102	-3
COC(=O)c1ccc(NC(=O)Cn2nnc3ccccc32)cc1	0.64	0	-0.8	0.4	-11	-0.022	12	101	4
CCCN(CCC)CCNC(=O)C(NS(=O)(=O)c1ccc2c(c1)CCC(=O)N2)c1ccccc1 (centres undefined)	-1.9	16	-0.6	-1.4	4	0.69	3	96	-8
CCCCSCc1[nH]c(=O)[nH]c1C(=O)CCCCC(=O)OCC	-0.9	-4	-0.3	0.1	18	-1.7	2	80	/
CCCN(CCC)c1nc2ccccc2nc1C(C#N)C(=O)OCCOC (centres undefined)	0.37	-3	0.3	-0.2	8	0.52	0	103	-28
Cn1c(=O)[nH]c(=O)c2c1nc1n2CCCS1	-0.69	4	-1.0	-0.3	10	-0.024	-1	112	-24
COCC(=O)Nc1c(C(=O)Nc2ccccc2OC)oc2ccccc12	-1.3	-4	-0.3	1.1	21	-0.76	-1	59	-54
CCN1C(=O)c2cccc3c(S(=O)(=O)NCc4ccco4)ccc1c23	-1.4	4	-0.3	-0.2	8	0.52	4	99	-39
Cc1ccc(N2CC(C(=O)Nc3nnc(C)s3)CC2=O)cc1 (centres undefined)	-0.49	7	0.1	-0.4	7	0.41	3	100	-33
CCOC(=O)c1ccc(Oc2cc(C)nc(SC)n2)cc1	0.77	13	-0.2	-0.6	17	0.97	75*	46	16
